Assay outcomes from PubChem.
CHO-K1 Ca antag: nonselective inhibitor or artifact in parental CHO-K1 cells | ATP-induced calcium, Fluo-8 fluorescence | inhibition, % at 3 µM | 360,000 compounds, 0.6% hits | AID 602250;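 active = inhibition above a per-plate cutoff, the plate's mean sample inhibition plus 3 SD, cut at about 24% in these data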;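 also: 0% = DMSO plus EC80 ATP and 100% = DMSO alone without ATP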
CHRM1 agonist: agonists of human M1 muscarinic receptor. P11229. CHO-K1 hM1, Fluo-8 calcium fluorescence, agonist mode; 0% DMSO, 100% acetylcholine EC100. activation, % at 3 µM. 360,000 compounds, 0.33% hits. AID 588814;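 active = activation above the run's mean compound activation plus 3 SD, cut at about 16% in these data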;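 also: peak over basal fluorescence ratio within a 140 s kinetic read after compound addition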
Target sequence (P11229 whole entry, looked up): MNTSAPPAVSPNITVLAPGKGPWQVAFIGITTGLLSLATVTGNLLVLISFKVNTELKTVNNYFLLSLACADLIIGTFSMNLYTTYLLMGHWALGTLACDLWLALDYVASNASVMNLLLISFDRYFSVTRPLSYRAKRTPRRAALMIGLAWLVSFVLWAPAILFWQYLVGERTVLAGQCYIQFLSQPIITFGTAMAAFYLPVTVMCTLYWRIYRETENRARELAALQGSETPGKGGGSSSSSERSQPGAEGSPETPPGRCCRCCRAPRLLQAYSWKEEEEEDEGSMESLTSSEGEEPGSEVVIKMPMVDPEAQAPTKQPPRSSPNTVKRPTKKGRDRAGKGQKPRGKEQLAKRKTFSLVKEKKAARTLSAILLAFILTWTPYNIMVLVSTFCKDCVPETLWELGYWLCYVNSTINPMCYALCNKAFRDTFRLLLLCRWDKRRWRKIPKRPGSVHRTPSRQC
CHO-K1 Ca ag: counter-screen for M1 agonists: effect in parental CHO-K1 cells; Fluo-8 calcium fluorescence; scaled to maximal ATP response, vehicle zero; activation, % at 3 µM; 360,000 compounds, 0.48% hits; in the data active = activation above about 15%;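 also: untransfected CHO-K1 host cells lacking M1 receptor as counterscreen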
CHO-K1 Ca PAM: nonselective activator or artifact in parental CHO-K1 calcium assay; AID 602247; activation, % at 3 µM; 360,000 compounds, 0.02% hits; ATP EC20, Fluo-8 calcium fluorescence; 0% at ATP EC20, 100% at ATP max;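 active = activation above the run cutoff, the mean activation of all test compounds plus 3 SD, cut at about 40% in these data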;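 also: peak over basal fluorescence ratio in a 140 s read after ATP addition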
TAAR1 antagonist: antagonists of human TAAR1 | 360,000 compounds, 1.5% hits | AID 624466 | Q96RJ0 | CHO RD-HGA16 TAAR1, Fluo-8 calcium fluorescence, antagonist | inhibition, % at 3 µM;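 active = inhibition above a per-plate cutoff, the mean inhibition of test compounds on that plate plus 3 SD, cut at about 49% in these data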;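 also: 0% = DMSO plus EC80 beta-PEA response and 100% = DMSO alone without agonist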
Target sequence (Q96RJ0 whole entry, looked up): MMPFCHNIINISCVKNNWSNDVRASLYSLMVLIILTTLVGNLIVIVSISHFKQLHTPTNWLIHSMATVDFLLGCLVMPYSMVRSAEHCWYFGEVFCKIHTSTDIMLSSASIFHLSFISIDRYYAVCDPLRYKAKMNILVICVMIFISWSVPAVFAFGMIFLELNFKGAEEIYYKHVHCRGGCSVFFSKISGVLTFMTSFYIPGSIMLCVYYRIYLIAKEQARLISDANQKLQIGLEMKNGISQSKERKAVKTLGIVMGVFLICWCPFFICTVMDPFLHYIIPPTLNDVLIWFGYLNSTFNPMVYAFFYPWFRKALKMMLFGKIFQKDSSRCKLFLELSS
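System: RD-HGA16 CHO cells with stable hTAAR1 and Gα16 | Probe or stimulus: EC80 β-phenethylamine stimulus | Dosing: 3 µM, single point | Times: Dye loading 75 min at 37 °C, then 30 min room temperature | Measured by: Fluo-8 calcium-sensitive fluorescence | Read-out basis: % inhibition of agonist calcium response | Replicates: n of 1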
TAAR1 ag: human TAAR1 agonism | Q96RJ0 | CHO RD-HGA16 TAAR1, Fluo-8 calcium fluorescence; vehicle wells 0%, saturating PEA agonist 100% | activation, % at 3 µM | 360,000 compounds, 0.99% hits | AID 624467;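 active = activation above the mean activation of all test compounds in the run plus 3 SD, cut at about 38% in these data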
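Test system: RD-HGA16 (CHO) cells co-expressing Gα16 and hTAAR1 / Benchmarks: DMSO vehicle as 0%, PEA at EC100 as 100% / Repeats: no replicates (n 1) / Measure: % activation from peak over basal fluorescence ratio, DMSO-to-PEA scaled / Timing: 17-24 h plating, Fluo-8 75 min 37 °C, 30 min RT / Technique: kinetic Fluo-8 calcium fluorescence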
M1 antag: human CHRM1 antagonism; P11229; CHO-K1 hM1, Fluo-8 calcium fluorescence, ACh EC80 antagonist; inhibition, % at 3 µM; 360,000 compounds, 1.3% hits; AID 588852;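 active = percent inhibition above its own plate's cutoff, namely the mean of that plate's compound wells plus 3 SD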;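 also: peak over basal fluorescence ratio during 140 s after agonist addition; 0% = ACh EC80 plus DMSO and 100% = DMSO alone without agonist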
OXTR potentiate: potentiates the human oxytocin receptor response. CHO-OTR cells, Fluo-8 calcium fluorescence, potentiator mode; 0% = oxytocin EC15, 100% = EC100. activation, % at 3 µM. 320,000 compounds, 0.061% hits;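 active = activation above that plate's cutoff, the mean activation of tested compounds plus 3 SD, cut at about 6.6% in these data, passing the limit was not always enough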;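 also: 100% uses oxytocin at 75 nM as the full agonist control; some results filed as inactive read as strong as hits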
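System: human OTR in CHO cells / Also added: sub-maximal oxytocin, roughly EC15 / Control set: EC15 oxytocin low, 75 nM oxytocin high / Schedule: 6 min compound pre-incubation at room temperature, 100 s kinetic read / Compound: single-point 3.0 µM / Replication: singlicate / Technique: Fluo-8 calcium dye fluorescence / Read-out basis: % activation of max/min ratio relative to oxytocin controls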
CHO parental Ca: counter-screen for OX1R antagonists: effect in parental CHO cells; 330,000 compounds, 0.63% hits; parental CHO-K1, ATP-induced calcium, Fluo-8 fluorescence; inhibition, % at 5.6 µM;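 active = inhibition above that plate's mean sample inhibition plus 3 SD, cut at about 26% in these data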;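 also: 0% = ATP-challenged DMSO wells and 100% = DMSO wells without ATP; some compounds past the cut are filed as inactive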
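material = parental CHO cells | also added = ATP as calcium-mobilizing challenge | dosing = single point at 5.6 µM | detection = intracellular calcium via Fluo-8 no-wash fluorescent dye | read-out = % inhibition | benchmarks = low control ATP plus DMSO, high control DMSO only | repeats = one well per compound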
An asterisk follows results filed as active; . = not tested or not shown. An unsorted share of the library (roughly 4.2% active in at least one column).

SMILES	CHO-K1 Ca antag	CHRM1 agonist	CHO-K1 Ca ag	CHO-K1 Ca PAM	TAAR1 antagonist	TAAR1 ag	M1 antag	OXTR potentiate	CHO parental Ca
C[n+]1cccc2c(Br)ccc([O-])c21	9	-6	-0.3	-12	-2	11	6	-3	-8
CCN(CC)S(=O)(=O)c1ccc(N2CCOCC2)c(NC(=O)Cc2ccccc2)c1	8	2	-0.1	1	-21	0	-2	1	-8
O=C(CNC(=O)c1ccccc1)OCC(=O)c1cccs1	-7	-2	1.3	13	2	0	1	-6	5
CCCNc1nc2c(c(=O)[nH]c(=O)n2C)n1CCc1ccccc1	-18	3	0.7	25	-8	5	-15	0	-11
O=C(c1ccccc1)c1cc2c(cc1[N+](=O)[O-])OCCO2	5	-7	-0.6	2	1	10	0	-5	0
COCCNC(=O)COc1ccc(C)c(C)c1	-28	-1	0.6	23	-15	8	-9	-4	-20
Nc1n[nH]c(C2CC2)c1N=Nc1ccc(Cl)c(Cl)c1	-16	-2	3.6	24	-12	-1	-17	-4	-17
O=C(/C=C/c1ccccc1Cl)Nc1cccc(S(=O)(=O)NC2=NCCCCC2)c1	-3	-10	4.7	7	-1	5	-3	-9	-5
COC(=O)c1ccc(OC(=O)c2ccco2)cc1	-13	-3	0.7	22	2	2	-13	-9	-9
Cc1cc(C)nc(/N=C(/NC(=O)Nc2ccc(Cl)c(Cl)c2)Nc2cccc(Cl)c2)n1	2	-6	0.6	15	28	2	6	-1	-1
O=C(O)c1cc(OCc2ccccc2)cc(OCc2ccccc2)c1	-7	-7	-0.4	8	9	-2	-10	-2	-3
COc1ccc[nH]c1=O	-34	-4	0.3	23	-3	13	-7	-3	-13
O=C(CSc1nc2ccccc2s1)N/N=C/c1ccccc1C(=O)O	-8	-2	0.7	12	-8	0	-12	0	-4
CC(C)CCNC(=O)CNC(=S)N(CCCN1CCOCC1)Cc1cccs1	-15	-9	0.5	24	-8	-1	-12	-5	-11
COc1cc(C(=O)N(CCc2ccccc2)C2CC3CCC(C2)N3C)cc(OC)c1OC (stereo not drawn)	-4	-7	-0.2	-2	-3	10	-13	-7	-20
CCOC(=O)CCCCCC(=O)Nc1ccc2c(c1)C(=O)N([C@@H](C)CO)C[C@@H](C)[C@H](CN(C)S(=O)(=O)c1cccs1)OCCCC[C@H](C)O2	-8	-3	0.1	11	7	-1	0	.	.
CN1CN(C)c2ccc([N+](=O)[O-])c3cccc1c23	-9	-5	1.2	-3	-7	-1	-10	0	-5
CN(CCCNC(=O)CCC(=O)N1CCOc2ccc(Cl)cc21)Cc1ccccc1	-20	-12	1.2	22	-44	4	-16	2	-14
O=C1CSCN1c1ccc(Cl)cc1	-3	-7	0.3	6	-11	7	-7	9	-8
c1ccc(Cc2nc3ccccc3[nH]2)cc1	-8	-3	1.9	22	-3	0	-40	-3	-11
CCOc1ccc(C(=O)NC(=S)Nc2cc(C)ccn2)cc1[N+](=O)[O-]	5	-3	0.0	-4	8	-1	0	-3	0
CC1(C)Cc2nc(NCCCO)c(C#N)cc2CO1	5	-2	-0.2	0	-22	1	-9	-16	10
CC1CCc2nc3ccc(S(=O)(=O)N4CCC(C(=O)NC5CCCC5)CC4)cc3c(C(=O)O)c2C1 (stereo not drawn)	3	0	0.3	4	-12	0	-5	.	.
Cc1sc2ncnc(-n3nnc4ccccc43)c2c1C	-14	-11	1.2	30	-6	-2	-8	1	-13
COc1ccc(NS(=O)(=O)c2cc(C(=O)N3CCCCCC3)ccc2C)cc1	-22	-6	1.0	7	-9	3	13	-3	-17
CC(C)c1nc2cc(C(=O)N3CCNC(=O)C3c3ccc(F)cc3)ccc2o1 (stereo not drawn)	0	-2	1.0	-15	-9	4	5	0	-15
O=C1OCCN1C(=O)[C@H]1[C@H](c2ccc(F)cc2)C(c2cccc(Cl)c2)=NN1c1ccc(Br)cc1	-10	-4	-0.1	-8	-29	3	-2	.	-2
CCOC(=O)Cn1c(=O)oc2cc(S(=O)(=O)N(C)c3ccc(OC)cc3)ccc21	-15	3	4.8	0	14	5	-25	-6	-8

A second format for two compounds above:
SMILES,CHO-K1 Ca antag,CHRM1 agonist,CHO-K1 Ca ag,CHO-K1 Ca PAM,TAAR1 antagonist,TAAR1 ag,M1 antag,OXTR potentiate,CHO parental Ca
COCCNC(=O)COc1ccc(C)c(C)c1,-28,-1,0.6,23,-15,8,-9,-4,-20
Nc1n[nH]c(C2CC2)c1N=Nc1ccc(Cl)c(Cl)c1,-16,-2,3.6,24,-12,-1,-17,-4,-17

As entered above:
Value of CCOC(=O)Cn1c(=O)oc2cc(S(=O)(=O)N(C)c3ccc(OC)cc3)ccc21 under TAAR1 ag: 5
Value of CCOc1ccc(C(=O)NC(=S)Nc2cc(C)ccn2)cc1[N+](=O)[O-] under CHO-K1 Ca ag: 0.0
Value of O=C(CNC(=O)c1ccccc1)OCC(=O)c1cccs1 under CHO-K1 Ca antag: -7
Value of O=C(CSc1nc2ccccc2s1)N/N=C/c1ccccc1C(=O)O under CHO-K1 Ca PAM: 12

Looked up by compound from the entries so far:
SMILES	CHO-K1 Ca antag	CHRM1 agonist	CHO-K1 Ca ag	CHO-K1 Ca PAM	TAAR1 antagonist	TAAR1 ag	M1 antag	OXTR potentiate	CHO parental Ca
CC(C)CCNC(=O)CNC(=S)N(CCCN1CCOCC1)Cc1cccs1	-15	-9	0.5	24	-8	-1	-12	-5	-11
COc1cc(C(=O)N(CCc2ccccc2)C2CC3CCC(C2)N3C)cc(OC)c1OC (stereo not drawn)	-4	-7	-0.2	-2	-3	10	-13	-7	-20
CCOC(=O)CCCCCC(=O)Nc1ccc2c(c1)C(=O)N([C@@H](C)CO)C[C@@H](C)[C@H](CN(C)S(=O)(=O)c1cccs1)OCCCC[C@H](C)O2	-8	-3	0.1	11	7	-1	0	.	.
CC1CCc2nc3ccc(S(=O)(=O)N4CCC(C(=O)NC5CCCC5)CC4)cc3c(C(=O)O)c2C1 (stereo not drawn)	3	0	0.3	4	-12	0	-5	.	.
O=C(O)c1cc(OCc2ccccc2)cc(OCc2ccccc2)c1	-7	-7	-0.4	8	9	-2	-10	-2	-3
